# TNAP inh pNP = inhibitors of human tissue-nonspecific alkaline phosphatase; P05186; purified TNAP, pNPP hydrolysis, absorbance 405 nm; inhibition, % at 20 µM; 21,000 tested, under 10 active; AID 615;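 note: 0% = DMSO only wells and 100% = 1 mM levamisole wells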
# Target sequence (P05186 whole entry, looked up): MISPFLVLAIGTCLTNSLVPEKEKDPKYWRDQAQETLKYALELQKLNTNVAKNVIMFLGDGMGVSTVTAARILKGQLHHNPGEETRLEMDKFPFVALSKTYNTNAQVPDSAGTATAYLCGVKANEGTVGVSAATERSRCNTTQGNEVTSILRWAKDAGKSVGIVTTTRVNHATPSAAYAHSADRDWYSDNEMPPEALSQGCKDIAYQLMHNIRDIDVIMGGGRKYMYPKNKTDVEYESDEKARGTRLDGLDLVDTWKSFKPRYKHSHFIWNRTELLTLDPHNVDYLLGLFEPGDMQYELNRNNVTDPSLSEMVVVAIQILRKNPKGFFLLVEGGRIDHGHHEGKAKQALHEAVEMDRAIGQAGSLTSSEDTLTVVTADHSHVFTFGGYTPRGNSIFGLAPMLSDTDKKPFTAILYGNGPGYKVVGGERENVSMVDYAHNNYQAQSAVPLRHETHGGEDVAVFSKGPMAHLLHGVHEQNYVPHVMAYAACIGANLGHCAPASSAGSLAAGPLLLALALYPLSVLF
# TNAP Pi inh = inhibitors of human tissue-nonspecific alkaline phosphatase; P05186; purified TNAP, pNPP, malachite green phosphate absorbance; inhibition, % at 20 µM; 21,000 tested, under 10 active; AID 614
# * hit, by the source's call.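 Rule for the calls: active = inhibition above 50% at the 20 µM single-dose screen; inactive = the rest.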 Only part of the results is shown. The share of hits here may be higher or lower than overall.
SMILES,TNAP inh pNP,TNAP Pi inh
CCCn1c(CNc2ccccc2O)nc2ccccc21,1,-14
O=C(NCc1ccccc1Cl)c1cnn2cccnc12,8,8
O=c1nc2n(c3c4c(sc13)CCC4)CCC2,0,6
CCOc1cc(C)c(Cl)cc1S(=O)(=O)n1nnc2ccccc21,4,16
COc1ccc(-c2nnn(CC(=O)N(CC(=O)NCCC(C)C)Cc3cccs3)n2)cc1OC,-11,-8
CC(=O)Nc1nc(CC(C)C)cc(-c2ccco2)c1C#N,1,1
Cc1cc(NCCCN2CCOCC2)n2ncc(-c3ccccc3)c2n1,0,8
O=C(NCc1ccncc1)C12CC3CC(CC(C3)C1)C2,-3,-34
O=C(COc1ccc(Cl)cc1Cl)NC(=O)N1CCCCC1,6,-10
O=C(c1cnn2c1NC(c1ccc(Br)cc1)CC2C(F)(F)F)N1CCN2CCCC2C1 (stereo unspecified),3,6
COc1ccc(NC(=O)c2cc(-c3cc(C)ccc3O)n[nH]2)cc1Cl,8,9
CCOC(=O)C(NC(=O)c1ccc(OC)cc1)(OCC1(CC)COC1)C(F)(F)F (stereo unspecified),1,5
COc1ccccc1NC(=O)COc1ccc(C(=O)OCC(=O)N2CCCC2=O)cc1OC,4,8
Cc1cc(Cl)ccc1OCCCC(=O)NC1CCN(C)CC1,5,11
CCC(CC)NC(=O)c1n[nH]c(=O)c2ccccc12,-1,11
CCCn1c(=O)[nH]c(=O)c2[nH]cnc21,-1,3
COc1ccc(CNc2ccc3cn[nH]c3c2)c(OC)c1OC,6,-14
O=C(CN1CCN(Cc2ccccc2)CC1)c1c[nH]c2ccccc12,0,0
CC(C)C(c1nnnn1Cc1ccco1)N1CCN(C2CCCC2)CC1 (stereo unspecified),-4,1
O=C(Nc1nncs1)Oc1ccccc1,7,8
CCOC(=O)c1c(C)[nH]c(C(=O)COC(=O)c2ccncc2)c1C,5,18
Cc1ccc(CC2CC(=O)N(c3ccc4c(c3)OCCO4)C2=O)cc1 (stereo unspecified),-1,4
CCN(CC)S(=O)(=O)c1ccc(C(=O)OC2CCCCC2CN(C)C)cc1 (stereo unspecified),6,2
Nc1ncc(-c2ccccc2)n1CC1CCCO1 (stereo unspecified),3,8
COC(=O)CC1Nc2ccccc2SC1=O (stereo unspecified),8,11
# (list continues)
SMILES,TNAP inh pNP,TNAP Pi inh
O=C(O)c1nsc(Cl)c1Cl,0,5
COc1cccc(N2CCN(C3OC(=O)c4ccccc43)CC2)c1 (stereo unspecified),1,5
COc1ccc2c(c1OC)C(=O)OC2c1c(O)nc(SC)n(-c2ccccc2)c1=O (stereo unspecified),-2,-1
COC(=O)c1ccc(C(=O)OC)c(NS(=O)(=O)c2ccc(NC(C)=O)cc2)c1,-11,-2
O=C(Nc1cccc(F)c1)C1CCN(c2nnnn2-c2ccccc2)CC1,7,16
CCOC(=O)CNc1nnc(SCC(=O)OCC)[nH]c1=O,1,-2
C=CCn1nnnc1SCC(=O)Nc1cccc(OC)c1,4,11
CCN(Cc1ccccc1)C(c1cc2cc(C)ccc2[nH]c1=O)c1nnnn1CCOC (stereo unspecified),8,12
CCOC(=O)c1ccc(NC(=O)CSc2nnc(CNc3ccc(OC)cc3)n2C)cc1,6,19
O=C(N(c1ccccc1)c1ccccc1)n1ccnc1,0,0
CC(C)OC(=O)[C@H]1[C@H](c2ccc(Cl)cc2)[C@@](C#N)(C(N)=O)[C@@H]2C=CC(C(N)=O)=CN21,6,-184
Cc1ccc(-c2nn[nH]n2)o1,-1,12
CCN(CC)C(=O)CSc1nnc(-c2ccccc2)n1-c1ccccc1,0,9
O=S(=O)(c1ccc2c(c1)C(=NO)c1cc(S(=O)(=O)N3CCCCC3)ccc1-2)N1CCCCC1,9,15
C=CCNC(=O)c1ccccc1NS(=O)(=O)c1ccccc1,12,22
COc1ccc(OC)c(S(=O)(=O)Nc2cccc(C(C)=O)c2)c1,21,32
CCOc1ccc2[nH]c(=O)c(CN(Cc3ccc(C)cc3)C(=O)N3CCCC3)cc2c1,7,15
CCOC(=O)C1CCN(Cc2c(F)cccc2Cl)CC1,6,9
CC1=C(C#N)C(c2cn(-c3ccccc3)nc2-c2cccs2)C(C#N)=C(C)N1,2,10
CC1(C)Cc2c(sc(NC(=O)c3ccco3)c2C#N)C(C)(C)N1,-1,5
O=c1c2ccccc2ncn1C1CCCCC1,0,0
CC(NC(=O)Nc1ccccc1C(F)(F)F)C1CCCO1 (stereo unspecified),4,-17
COc1ccc(C(=O)CC(=O)O)c2c1C=CC(C)(C)O2,-2,6
c1ccc2sc(-c3ccc4c(c3)OCO4)nc2c1,5,10
CCCn1nnc(NC(=O)COc2ccccc2Cl)n1,2,8

# 3 entries already listed, arranged by the value under TNAP inh pNP, smallest number first.
SMILES,TNAP inh pNP,TNAP Pi inh
Cc1cc(NCCCN2CCOCC2)n2ncc(-c3ccccc3)c2n1,0,8
c1ccc2sc(-c3ccc4c(c3)OCO4)nc2c1,5,10
COC(=O)CC1Nc2ccccc2SC1=O (stereo unspecified),8,11

# Ordered by length of the SMILES (low to high): 4 of the compounds above.
SMILES,TNAP inh pNP,TNAP Pi inh
Cc1ccc(-c2nn[nH]n2)o1,-1,12
c1ccc2sc(-c3ccc4c(c3)OCO4)nc2c1,5,10
C=CCNC(=O)c1ccccc1NS(=O)(=O)c1ccccc1,12,22
COC(=O)c1ccc(C(=O)OC)c(NS(=O)(=O)c2ccc(NC(C)=O)cc2)c1,-11,-2

# (cont.)
SMILES,TNAP inh pNP,TNAP Pi inh
CN(C)c1ccnc2sc3c(=O)n(-c4ccccc4)cnc3c12,7,1
COc1ccccc1OCc1nc2c3c(-c4ccccc4)c(-c4ccccc4)oc3ncn2n1,3,4
COc1ccc2c(c1)n([O-])c1c([n+]2=O)CCC1,3,8
CN1CCN(S(=O)(=O)c2cccc(C(=O)Nc3sc4c(c3C(N)=O)CCCC4)c2)CC1,2,18
CCN(CC)S(=O)(=O)c1cccc(S(=O)(=O)c2cccc(S(=O)(=O)N(CC)CC)c2)c1,-6,-7
CCn1c(SCc2ccc(C#N)cc2)nnc1-c1cccc(Cl)c1,-37,-67
Cn1c(SCC(=O)N2CCOCC2)nc2sc3c(c2c1=O)CCCC3,-2,3
Cc1ccc(NS(=O)(=O)c2ccc(C)c(C(=O)N3CCN(C)CC3)c2)cc1,-2,3
CC(=O)N1CCN(c2ccc(Oc3nc(-c4ccccc4)nc4ccccc34)cc2)CC1,4,-7
Cc1cc(NC(=O)CCC(=O)N(c2cccc(F)c2)C(C(=O)NC2CCCC2)c2ccncc2)no1 (stereo unspecified),3,8
COc1cccc(-c2cc(C(=O)N3CCN(c4ncccn4)CC3)c3ccccc3n2)c1,-6,1
c1ccc(CCc2nn3c(C4COc5ccccc5O4)nnc3s2)cc1 (stereo unspecified),-16,-7
Cc1ccc(-c2nc(C#N)c(NCCc3ccccn3)o2)cc1,-10,2
COc1cccc(OC)c1C(=O)N1CCN(S(=O)(=O)c2ccc(C)cc2)CC1,5,11
COC(=O)c1ccccc1NC(=O)Cn1cnc2c(cnn2-c2ccccc2)c1=O,5,16
Cc1cccc2c1NC(C)CC2C (stereo unspecified),0,0
Cc1cc(NC(=O)CSc2nnc(-c3ccco3)n2CC2CCCO2)no1 (stereo unspecified),1,7
O=C(Cn1nc(Cl)nc1Cl)c1ccc2c(c1)OCCO2,2,8
O=C(COc1ccc(Cl)cc1)NC1CCSC1=O (stereo unspecified),9,-4
CC(C)C[C@H](N)c1nnc(S(=O)(=O)Cc2ccc(F)cc2)o1,9,13
Cc1nc(CN2CCN(C(=O)c3ccc(Br)cc3)CC2)cs1,3,6
CCn1c(COc2cccc(OC)c2)nnc1SCC(=O)Nc1ccccc1C(=O)OC,4,9
Cc1cccc(-c2noc(CN(C)S(=O)(=O)c3cc(Cl)ccc3Cl)n2)c1,-10,-5
COc1cc(OC)cc(-c2nnc(SCC(=O)N3CCCC3)o2)c1,5,8
c1ccc(Cn2c(CNc3nc4ccccc4n3CCN3CCOCC3)nc3ccccc32)cc1,3,8

# Full records, looked up by structure. Values in the order: TNAP inh pNP	TNAP Pi inh
# Cn1c(SCC(=O)N2CCOCC2)nc2sc3c(c2c1=O)CCCC3 reads -2	3
# c1ccc(CCc2nn3c(C4COc5ccccc5O4)nnc3s2)cc1 (stereo unspecified) reads -16	-7

# (continued)
SMILES,TNAP inh pNP,TNAP Pi inh
Cc1ccc(-n2c(=O)c3c4c(sc3n3c(C)nnc23)COC(C(C)C)C4)cc1 (stereo unspecified),8,-1
O=C(/C=N/O)NCCCn1ccnc1,4,10
COc1ccccc1N1CCN(CC(=O)c2c(C)n(C)c3ccccc23)CC1,8,6
N#CCCN(C(=O)c1ccco1)c1ccccc1,4,11
COc1ccc(C2CC(c3ccc(C)cc3)Nc3nc(N)nn32)cc1 (stereo unspecified),3,10
Cc1cn(-c2ccc(Br)cc2)[nH]c1=O,4,11
c1ccc(Cn2c(SCc3nc4ccccc4s3)nnc2-c2ccco2)cc1,3,16
O=C(O)C1CC=CCC1C(=O)Nc1ccc(F)c(F)c1 (stereo unspecified),4,-1
CSc1nc(SC)c2c3c(oc2n1)COC(C)(C)C3,-4,3
CCOc1ccc(C(=O)N2CCCCCC2)cc1,-9,0
CC(C)NC(=O)Cn1c(SCC(=O)N2CCc3ccccc3C2)nc2ccccc21,2,7
CCOC(=O)c1cc(-c2ccc(/C=N\n3cnnc3)o2)ccc1Cl,0,6
COc1ccc(-c2nc(-c3cccs3)c(-c3cccs3)[nH]2)cc1O,5,-15
Cn1c(NCc2ccco2)nc2ccccc21,0,8
COC(=O)c1cccc(-n2nnnc2SCC(=O)Nc2nc3c(s2)CCCC3)c1,4,9
CC1CCN(C(c2cc3cc4c(cc3[nH]c2=O)OCO4)c2nnnn2CC2CCCO2)CC1 (stereo unspecified),3,-18
CC1CCN(c2ccc(NC(=O)c3cccnc3)cc2)CC1,2,6
COC(=O)c1sccc1NC(=O)c1c(C)cc(=O)oc1C,4,9
CCCc1cc(C(=O)N2CCN(S(=O)(=O)c3ccc(OC)c(OC)c3)CC2)cs1,0,0
Cn1c(=O)[nH]c(=O)c2c1nc(N1CCCCC1)n2CCOc1ccccc1,6,7
O=C(Nc1ccccc1C(=O)N1CCOCC1)C1CCCO1 (stereo unspecified),-2,7
COc1ccc(-c2nn(CC(=O)N(C)C)c(=O)c3ccccc23)cc1,0,6
CCOC(=O)c1ccc(OCc2nc(-c3cccs3)no2)cc1,1,6
Cc1cc2nc(C(F)(F)F)[nH]c(=O)n2n1,3,10
Cc1ccc(C(=O)COC(=O)CCc2nc3ccccc3[nH]c2=O)cc1C,4,10
# Carrying on.
SMILES,TNAP inh pNP,TNAP Pi inh
COc1ccc(-c2nnc(SCC(=O)c3cccs3)o2)c(OC)c1,-14,-53
Cc1sc2ncn(CC(=O)OCC(=O)NC(C)(C)C)c(=O)c2c1C,0,3
COCCOC(=O)c1c(C)nc(SCC(=O)Nc2ccc(C)cc2)c(C#N)c1-c1ccco1,-2,4
Cc1nn(C(=O)N2CCCCC2)c(C)c1CN1C(=O)c2ccccc2C1=O,0,5
Cc1ccc(-c2nc(NCCN3CCOCC3)c3ccccc3n2)cc1,3,8
Cc1ccc(S(=O)(=O)N2CCN(C3CCN(Cc4ccccc4)CC3)CC2)cc1,5,-9
O=C(Nc1ccc2nc(-c3ccccc3)oc2c1)c1ccco1,5,-15
Cc1ccc2cc(CN(C)C(=O)C3CCCO3)c(=O)[nH]c2c1 (stereo unspecified),7,10
O=C(Nc1ccc(Oc2ncccn2)cc1)c1ccco1,7,11
COC(=O)c1cc(OC)c(OC)cc1NC(=O)CSc1nnnn1Cc1ccccc1,0,0
Cc1ccc(SCc2cc(=O)[nH]c(N3CCN(Cc4ccccc4)CC3)n2)cc1,2,-20
CCOc1ccc(N2C(=O)CC(/C=C3/N(C)c4ccccc4C3(C)C)C2=O)cc1 (stereo unspecified),0,1
CCOc1ccccc1-n1c(SCC(=O)N(CC)CC)nnc1-c1ccccn1,6,10
Cc1scc(C(=O)Nn2cnnc2)c1-c1ccccc1,2,6
CCN(CC)C(=O)Cn1nc(-c2ccccc2O)nc1SCC(=O)Nc1ccc(OC)cc1,1,-1
Cc1[nH]c(=O)[nH]c(=O)c1S(=O)(=O)N1CCCC1,2,7
CCOC(=O)c1c(C)n(C)c2ccc(OC)c(NC(=O)CCN3CCSCC3)c12,-15,-9
COc1ccc(-c2nc3c(n2O)CCCC3=O)cc1OC,1,4
CS(=O)c1nc(-c2ccc(Br)cc2)cc(-c2ccccc2)c1C#N (stereo unspecified),1,4
COC(=O)C1C2C=CC3(CN(Cc4cccs4)C(=O)C13)O2 (stereo unspecified),1,11
COCCCn1c(SCC(=O)N2CC(=O)Nc3ccccc32)nnc1-c1ccoc1C,0,7
COc1cc(NC(=O)c2ccccc2)c(OC)cc1NC(=O)CN1CCOCC1,6,9
CCOC(=O)N1CCN(C(=O)Cc2ccsc2)CC1,-5,-6
CCOC(=O)CCC(=O)O[C@H]1[C@H](O[C@@H]2[C@@H](C)[C@H](O[C@H]3C[C@@](C)(OC)[C@@H](O)[C@H](C)O3)[C@@H](C)C(=O)O[C@H](CC)[C@@](C)(O)[C@H](O)[C@@H](C)C(=O)[C@H](C)C[C@@]2(C)O)O[C@H](C)C[C@@H]1N(C)C,5,10

# Laid out differently: 4 of the compounds above.
CCN(CC)C(=O)Cn1nc(-c2ccccc2O)nc1SCC(=O)Nc1ccc(OC)cc1
- TNAP inh pNP = 1
- TNAP Pi inh = -1
Cc1ccc(-c2nc(NCCN3CCOCC3)c3ccccc3n2)cc1
- TNAP inh pNP = 3
- TNAP Pi inh = 8
COC(=O)c1cc(OC)c(OC)cc1NC(=O)CSc1nnnn1Cc1ccccc1
- TNAP inh pNP = 0
- TNAP Pi inh = 0
Cc1scc(C(=O)Nn2cnnc2)c1-c1ccccc1
- TNAP inh pNP = 2
- TNAP Pi inh = 6

# High-throughput results from PubChem.
